ELG1 repair inh = qHTS screen for small molecules that inhibit ELG1-dependent DNA repair in human embryonic kidney (HEK293T) cells expressing luciferase-tagged ELG1; HEK293T ELG1-luciferase reporter, luminescence, 16 h; DNA damage induced by 5-fluorouridine; AID 504467, 2011; hit rate 2.3% among 330,000; Potency, µM (doses to about 46.1 µM), without a hit: at the top dose activity change, negative = inhibition, usual class: inhibitors; also: potency is read from the fitted curve at half-maximal effect; % is scaled to controls: 0 for no effect and ±100 for the full control effect; nearly all actives have a fitted effect of over 55% in size
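Reporter activity after DNA damage by 5-fluorouridine is monitored. Compound-treated cells incubate 16 hr at 37 °C, then ONE-Glo is added for 30 min before luminescence reading.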
TCR activator = Activators of T cell receptors: qHTS campaign | primary human leukocytes, anti-CD3, IL-2 HTRF, 48 h | Potency, µM (top dose mostly 9.22 µM), for the others: at the highest dose activation of IL-2 secretion, usual class: activators | 330,000 tested, under 10 active | AID 504894, 2011; also: % of control where 0% means no effect
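IL-2 release read by HTRF sandwich (Eu cryptate donor, d2 acceptor, 665 nm emission) after 48 hr exposure of primary human leukocytes to compound together with anti-CD3 beads in the absence of co-stimulatory signals.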
TSHR antagonist = Antagonists of the Thyroid Stimulating Hormone Receptor: HTS campaign. Thyrotropin receptor (Homo sapiens), P16473. TSHR-expressing cells, TSH-stimulated cAMP HTRF, 2 h; active compounds read low. activity change, negative = inhibition, % at 11.5 µM. hit rate 0.2% among 330,000;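 active = activity change below a set negative limit, meaning inhibition stronger than a set level, cut at about -70% in these data; inconclusive = activity change between two set negative limits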; also: % is scaled to controls: 0 for no effect and ±100 for the full control effect
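Read-out is FRET at 665 nm (cryptate excitation 337 nm) from a cryptate-tagged anti-cAMP antibody, competed by cell cAMP against cAMP-d2. Compounds are tested on freshly harvested TSHR cells challenged with 4nM TSH (EC80) for 2 hours at 37 deg C.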
TSG101-PTAP inh = qHTS Assay for Iinhibitors of HIV-1 Budding by Blocking the Interaction of PTAP/TSG101 | Tumor susceptibility gene 101 protein (Homo sapiens), Q99816 | Fluorescence polarization, FITC-PTAP peptide / Tsg101 binding | Potency, µM (titrated, usually from 115 µM), for the others: top-dose activity change, negative = inhibition, actives largely listed as inhibitors | 340,000 tested, under 10 active | AID 493005, 2010; active = well fitted inhibition curve with a large enough effect in the main read-out, with a control signal flat, not every such curve was filed as active; inconclusive = small, poorly fitted or top-dose-only effect, or effect the other way, or a change in a side signal; inactive = no such curve, though single readings can be large or run the other way; also: potency is read from the fitted curve at half-maximal effect; % of control where 0% means no effect
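FP read-out: FITC-PTAP peptide, 50 nM final, binding Tsg101 binding domain, 10 uM final; 20 min, r.t.; 10 mM HEPES pH 7.5, 0.15 M NaCl, 0.01% Tween 20, 3 mM EDTA, 0.1 mM TCEP.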
USP2a inh = qHTS Assay for Inhibitors of Ubiquitin-specific Protease USP2a Using CHOP2 as the Reporter; hit rate 0.01% among 330,000; USP2 core, Ub-CHOP2 coupled fluorogenic reporter, 485/531; Ubiquitin carboxyl-terminal hydrolase 2 (Homo sapiens), O75604; AID 463254, 2010; Potency, µM (titrated, usually from 38.3 µM), for inactives: at the highest dose activity change, negative = inhibition, most hits filed as inhibitors;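 also: potency is read from the fitted curve at half-maximal effect; plate controls were DMSO wells for no effect and full inhibition by NEM control for full effect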
Target sequence (O75604 whole entry, looked up): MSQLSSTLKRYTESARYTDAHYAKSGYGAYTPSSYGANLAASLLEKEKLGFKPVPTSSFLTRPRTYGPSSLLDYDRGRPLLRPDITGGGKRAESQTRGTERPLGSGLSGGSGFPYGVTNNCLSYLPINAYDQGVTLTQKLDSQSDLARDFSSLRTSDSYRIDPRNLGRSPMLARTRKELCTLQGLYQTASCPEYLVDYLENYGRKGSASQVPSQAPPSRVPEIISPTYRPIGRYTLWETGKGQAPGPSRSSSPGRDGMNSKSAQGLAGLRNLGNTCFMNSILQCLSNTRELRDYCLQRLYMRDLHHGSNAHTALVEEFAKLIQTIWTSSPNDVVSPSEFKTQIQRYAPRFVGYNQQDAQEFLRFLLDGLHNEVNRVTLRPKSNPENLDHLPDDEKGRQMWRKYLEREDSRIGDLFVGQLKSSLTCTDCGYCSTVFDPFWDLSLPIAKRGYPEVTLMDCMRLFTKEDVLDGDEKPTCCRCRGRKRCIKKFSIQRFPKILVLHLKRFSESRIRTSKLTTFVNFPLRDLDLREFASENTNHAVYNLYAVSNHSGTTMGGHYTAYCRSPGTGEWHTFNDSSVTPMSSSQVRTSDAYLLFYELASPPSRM
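Deubiquitinase activity read as fluorescence (485/531 nm) after Ub-CHOP2 cleavage activates the enterokinase reporter on its substrate; USP2 core 10nM, Ub-CHOP2 and substrate 25nM each, 30min compound preincubation then 60min RT; data normalized to NEM, curves fitted.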
uPA surface inh = qHTS for Inhibitors of Cell Surface uPA Generation. cell surface uPA generation assay, qHTS. hit rate 0.31% among 330,000. Potency, µM (titrated, usually from 38.3 µM), for inactives: top-dose activity change, negative = inhibition, hits mostly inhibitors; active = well fitted inhibition curve with a large enough effect; inconclusive = small, poorly fitted or top-dose-only effect; inactive = no such curve, though single readings can be large or run the other way; tested in mouse RAW 264.7 cells; also: potency is read from the fitted curve at half-maximal effect; % is scaled to controls: 0 for no effect and ±100 for the full control effect; nearly all actives have a fitted effect of over 55% in size
Mito fusion act = qHTS Assay for Small Molecule Inhibitors of Mitochondrial Division or Activators of Mitochondrial Fusion; S. cerevisiae fusion-defective mutant growth rescue, CellTiterGlo 48 h; Potency, µM (highest dose often 46.1 µM), for the others: top-dose growth rescue (activation), usual class: activators; hit rate 0.23% among 320,000;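 also: potency is read from the fitted curve at half-maximal effect; % of control where 0% means no effect; nearly all actives have a fitted effect of over 45% in size; temperature-sensitive fusion mutants such as fzo1-1 at 37 °C on non-fermentable ethanol glycerol medium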
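Yeast fusion mutant, YPEG (non-fermentable carbon), compound, 48 h at 37C non-permissive; CellTiterGlo added, 10 min RT, luminescence read. Rescued growth = division inhibition.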
Eya2 phos inh = qHTS Assay for Inhibitors of the Phosphatase Activity of Eya2. recombinant Eya2, OMFP fluorescence dephosphorylation (OMFP is methylfluorescein phosphate). Potency, µM (top dose mostly 76.9 µM), for the others: at the top dose activity, negative = inhibition, most hits filed as inhibitors. hit rate 0.006% among 330,000. AID 488837, 2010; also: potency is read from the fitted curve at half-maximal effect; % is scaled to controls: 0 for no effect and ±100 for the full control effect
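Eya2 (0.2 uM) preincubated 10 min at ambient with compound, then OMFP substrate added at 50 uM; 10 min reaction in 50 mM HEPES pH 7.5, 50 mM NaCl, 5 uM MgCl2, 0.05% BSA, 1 mM DTT. Fluorescence read at Ex 485/Em 525 nm.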
Chronic BCR inh = qHTS Assay to Find Inhibitors of Chronic Active B-Cell Receptor Signaling; ABC-DLBCL IkBa-CBG/CBR reporter, luminescence ratio, 4 h; AID 493014, 2011; Potency, µM (doses to about 46.1 µM), without a hit: at the highest dose ratio change, negative = lower green/red ratio, usual class: inhibitors; hit rate 0.05% among 340,000; active = well fitted inhibition curve with a large enough effect in the signal ratio, with a control signal flat, not every such curve was filed as active; inconclusive = small, poorly fitted or top-dose-only effect, or effect the other way, or a change in a side signal; the % refers to the signal ratio;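 also: potency is read from the fitted curve at half-maximal effect; plate controls were basal doxycycline-induced cells for no effect and cells given 10 µM MG132 for full effect; MG132 reads +100%, hits lower the ratio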
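Cell line TMD8 (human ABC DLBCL), stably expressing tet-inducible CBG68-IkBa fusion and CBR; IMDM/0.5% FBS; cpd up to 46 uM; dox induction, 4 h, 37C/5% CO2; dual luminescence; green/red ratio; MG132 control.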
Tb PFK block = qHTS Assay to Find Inhibitors of T. brucei phosphofructokinase. T. brucei PFK, ADP-Glo luminescence. AID 485367, 2010. hit rate 0.17% among 330,000. Potency, µM (series often up to 57.5 µM), without a hit: at the top dose activity, negative = inhibition, actives largely listed as inhibitors. ATP-dependent 6-phosphofructokinase (Trypanosoma brucei brucei), O15648;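 also: potency is read from the fitted curve at half-maximal effect; 0% = uninhibited 1x PFK enzyme wells and -100% = no-enzyme wells; nearly all actives have a fitted effect of over 60% in size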
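ADP-Glo luminescence quantified ADP after 45 min at room temperature, with 1.25 nM T. brucei PFK, 0.1 mM ATP and 0.5 mM fructose-6-phosphate in pH 8.0 TEA buffer. qHTS titrations up to 57 µM; curves classified by quality.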
B2AR arrestin = qHTS assay of beta-arrestin-biased ligands of beta2-adrenergic receptor; AID 492947, 2010; hit rate 0.02% among 330,000; Beta-2 adrenergic receptor (Homo sapiens), P07550; Potency, µM (top dose mostly 46.1 µM), inactives show at the top dose activation, most hits filed as activators; beta-arrestin recruitment to beta2AR, cell-based reporter;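 also: potency is read from the fitted curve at half-maximal effect; 0% = DMSO controls and full agonism = EC100 isoproterenol or metaproterenol; nearly all actives have a fitted effect of over 65% in size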
Target sequence (P07550 whole entry, looked up): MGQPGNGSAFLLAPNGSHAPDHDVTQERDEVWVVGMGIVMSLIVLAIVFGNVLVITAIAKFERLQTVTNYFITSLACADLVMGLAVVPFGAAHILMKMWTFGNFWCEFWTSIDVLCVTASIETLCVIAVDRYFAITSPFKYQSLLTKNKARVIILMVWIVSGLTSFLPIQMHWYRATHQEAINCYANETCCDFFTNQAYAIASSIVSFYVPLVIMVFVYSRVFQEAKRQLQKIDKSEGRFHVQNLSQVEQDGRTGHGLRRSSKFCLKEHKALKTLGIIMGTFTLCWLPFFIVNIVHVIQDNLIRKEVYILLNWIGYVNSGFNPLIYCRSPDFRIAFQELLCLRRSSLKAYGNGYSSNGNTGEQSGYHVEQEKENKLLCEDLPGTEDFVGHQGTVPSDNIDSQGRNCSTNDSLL
Numbers without * were called inactive; ? = inconclusive; / = not tested or not shown; [ ] = dose if it differs, or a comment. Unless noted, calls follow the shape of the dose curve; as a rule, active = well fitted curve in the direction sought with a large enough effect; inconclusive = small, poorly fitted or top-dose-only effect, or another doubt; inactive = no such curve, though single readings can be large; an effect the other way counts as inactive or inconclusive.

Sample of the layout, 2 compounds:
Results follow in this order: ELG1 repair inh	TCR activator	TSHR antagonist	TSG101-PTAP inh	USP2a inh	uPA surface inh	Mito fusion act	Eya2 phos inh	Chronic BCR inh	Tb PFK block	B2AR arrestin
(1) CCCn1c(SCC(=O)NC(C)C23CC4CC(CC(C4)C2)C3)n[nH]c1=O (configuration not stated)
    1%	0%	-12	-1%	-1%	4%	2%	-7%	0%	0%	0.1%
(2) Cn1nc(C(F)(F)F)c(-c2ccc(Br)cc2)c1NC(=O)CSCC(=O)O
    7%	-2%	-9	-7%	2%	-1%	-1%	-1%	4%	-2%	-0.7%

Main list, repeating the preview:
Results follow in this order: ELG1 repair inh	TCR activator	TSHR antagonist	TSG101-PTAP inh	USP2a inh	uPA surface inh	Mito fusion act	Eya2 phos inh	Chronic BCR inh	Tb PFK block	B2AR arrestin
(1) CCCn1c(SCC(=O)NC(C)C23CC4CC(CC(C4)C2)C3)n[nH]c1=O (configuration not stated)
    1%	0%	-12	-1%	-1%	4%	2%	-7%	0%	0%	0.1%
(2) Cn1nc(C(F)(F)F)c(-c2ccc(Br)cc2)c1NC(=O)CSCC(=O)O
    7%	-2%	-9	-7%	2%	-1%	-1%	-1%	4%	-2%	-0.7%
(3) CSc1cccc(NC(=O)C2CCCN2S(=O)(=O)c2ccc(Br)s2)c1 (configuration not stated)
    ?	/	-16	-5%	-9%	/	19%	-9%	5%	-6%	0.4%
(4) Cc1ccc(C(=O)Cn2cccn2)cc1
    -8%	-11%	2	-3%	6%	0%	0%	-3%	-1%	1%	-0.3%
(5) CCOc1ccc(N(CC(=O)NC2CCCCC2)S(=O)(=O)c2ccc(C)cc2)cc1
    -2%	-5%	-8	0%	2%	1%	3%	4%	1%	-1%	-0.1%
(6) COc1cc(CN2CCN(c3cccc(C)c3C)CC2)cc(OC)c1O
    0%	0%	-1	-1%	-1%	/	-2%	2%	-1%	-3%	0.2%
(7) Cc1ccccc1OCCn1ccnc1
    -6%	-1%	-6	-6%	0%	0%	-8%	7%	2%	-13%	0.2%
(8) C=CCc1cc(C(=O)N2CCCCC2)ccc1O
    ?	-2%	-10	-6%	1%	7%	6%	9%	?	-6%	-0.2%
(9) N#C/C(=C/c1ccc(-c2ccc(S(N)(=O)=O)cc2)o1)C(=O)Nc1ccccc1
    ?	0%[46.1 µM]	-19	5%	1%	-3%	-1%	2%	-18%	-1%	8.9%
(10) O=C(NCC1CCCO1)c1ccc(S(=O)(=O)Nc2ccc(F)cc2)cc1 (configuration not stated)
    ?	-4%	1	0%	1%	-12%	-2%	1%	?	-3%	0.1%
(11) O=C(C1CC(c2ccccc2O)=NO1)N1CCCCC1 (configuration not stated)
    ?	-2%	12	-6%	1%	-5%	-6%	7%	-3%	0%	0.4%
(12) CC(=O)c1ccc(NC(=O)COc2ccccc2C(=O)Nc2ccccc2)cc1
    ?	5%	-12	-2%	8%	-29%	1%	-10%	4%	0%	-1.0%
(13) Cc1coc2c1c(C)cc1oc(=O)c(CC(=O)NCC(=O)NCC(=O)O)c(C)c12
    0%	9%	2	-4%	1%	-1%	3%	13%	6%	2%	0.0%
(14) CCCNC(=O)Cc1c(C)n(C(=O)c2ccc(Cl)cc2)c2ccc(OC)cc12
    ?	8%	2	-2%	-10%	3%	1%	-19%	?	1%	0.1%
(15) COc1ccc(S(=O)(=O)N2CCN(c3cc(-c4ccccc4)nc4ncnn34)CC2)cc1
    21µM*	5%	-5	-6%	1%	/	2%	-2%	-5%	4%	-0.3%

Individual results from the entries so far:
USP2a inh, entry 3 = -9%
TSHR antagonist, entry 14 = 2

(next part)
Results follow in this order: ELG1 repair inh	TCR activator	TSHR antagonist	TSG101-PTAP inh	USP2a inh	uPA surface inh	Mito fusion act	Eya2 phos inh	Chronic BCR inh	Tb PFK block	B2AR arrestin
(16) CCCc1nnc(NC(=O)c2c(O)c3c([nH]c2=O)CCCC3)s1
    -5%	-4%	-5	-6%	2%	1%	4%	-1%	4%	-4%	-0.3%
(17) CC(=O)c1ccc(OCC(O)CN2CCN(c3ccccn3)CC2)cc1 (configuration not stated)
    -5%	-12%	1	-4%	-4%	8%	-7%	-14%	0%	-1%	-0.2%
(18) O=C(Nc1nc2ccccc2s1)NC1CCCCC1
    ?	-2%	-6	-2%	-1%	7.9µM*	14%	-5%	?	-3%	0.2%
(19) O=C1C(NS(=O)(=O)c2cccs2)=C(N2CCN(c3cccc(Cl)c3)CC2)C(=O)c2ccccc21
    -18%	5%	-20	-3%	1%	8%	4%	?	?	-4%	0.0%
(20) Cc1cccc(-c2nc3c(c(SCC(=O)N(C)C)n2)CCCC3)c1
    ?	1%[46.1 µM]	14	1%	0%	-6%	27%	-14%	-8%	-3%	-0.6%
(21) O=C(CCc1nnc2n(Cc3ccc(Cl)cc3)c(=O)c3ccccc3n12)N1CCN(c2ccccn2)CC1
    3.7µM*	-1%	-134*	-1%	0%	-5%	29%	-27%	-1%	-13%	-0.5%
(22) COc1cc(C(c2sc3nc(C)nn3c2O)N2CCN(c3ccccc3)CC2)cc(OC)c1OC (configuration not stated)
    ?	-10%[46.1 µM]	-6	-3%	-1%	10%	0%	-1%	?	3%	-0.7%
(23) CCN(CC)S(=O)(=O)c1cccc(NC(=O)COc2ccc(C#N)cc2OC)c1
    ?	0%[46.1 µM]	4	-1%	-2%	-11%	3%	5%	-4%	0%	-1.5%
(24) CCn1cnc2sc(C(=O)N3CCN(Cc4ccc5c(c4)OCO5)CC3)c(C)c2c1=O
    ?	/	1	/	-1%	/	0%	-11%	-2%	1%	-0.6%
(25) CS(=O)(=O)c1ncc(CO)n1Cc1ccccc1
    4%	/	13	-1%	4%	3%	-7%	-1%	1%	-1%	0.0%
(26) CCN(CC)CC(=O)N1c2ccccc2CCc2ccc(NC(=O)c3cc(OC)c(OC)c(OC)c3)cc21
    ?	6%	-7	0%	2%	0%	1%	17%	-11%	1%	2.9%
(27) S=c1[nH]nc(Nc2cccc(Cl)c2)s1
    ?	2%	-13	-10%	0%	6%	1%	11%	?	-22%	-0.3%
(28) Cn1cc(C(c2ccccn2)c2cn(C)c3ccccc23)c2ccccc21
    4%	-1%	10	-6%	5%	-7%	8%	14%	?	-1%	-0.9%
(29) O=C(CC(O)CCc1ccccc1)c1ccc(O)cc1 (configuration not stated)
    ?	5%	1	-1%	-1%	-2%	/	10%	-1%	-1%	0.0%
(30) Cc1cc(C(F)(F)F)n2nc(-c3sccc3-n3cccc3)cc2n1
    1%	-5%	18	-3%	1%	4%	2%	8%	13%	-2%	-0.1%
(31) CC(=O)c1cccc(N(C(=O)c2ccco2)C(C(=O)NC2CCCC2)c2ccccc2F)c1 (configuration not stated)
    13%	1%	-6	-4%	-1%	2%	2%	0%	-3%	6%	-0.3%
(32) COc1cccc2c(O)cc(=O)n(C)c12
    -2%	2%	5	-1%	2%	-4%	0%	7%	-13%	2%	-1.0%

Screening data: PubChem, National Center for Advancing Translational Sciences (NCATS)
